NPYLR7 agonist = mosquito NPYLR7 agonism. 270,000 tested, 0.15% active. HEK293T NPYLR7/Galpha15, GCaMP6s calcium fluorescence. activation, % at 10 µM; in the data active = activation above about 40%;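 note: 0% = vehicle and 100% = reference agonist at the receptor; some compounds past the cut are filed as inactive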
hcGAS lum = human cGAS inhibition; Q8N884; recombinant h-cGAS, ATP depletion, Kinase-Glo luminescence; inhibition, % at 12.5 µM; 290,000 tested, 0.081% active; AID 1259398;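 note: 0% = vehicle reaction and 100% = reaction without DNA for no activity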
Target sequence (Q8N884 whole entry, looked up): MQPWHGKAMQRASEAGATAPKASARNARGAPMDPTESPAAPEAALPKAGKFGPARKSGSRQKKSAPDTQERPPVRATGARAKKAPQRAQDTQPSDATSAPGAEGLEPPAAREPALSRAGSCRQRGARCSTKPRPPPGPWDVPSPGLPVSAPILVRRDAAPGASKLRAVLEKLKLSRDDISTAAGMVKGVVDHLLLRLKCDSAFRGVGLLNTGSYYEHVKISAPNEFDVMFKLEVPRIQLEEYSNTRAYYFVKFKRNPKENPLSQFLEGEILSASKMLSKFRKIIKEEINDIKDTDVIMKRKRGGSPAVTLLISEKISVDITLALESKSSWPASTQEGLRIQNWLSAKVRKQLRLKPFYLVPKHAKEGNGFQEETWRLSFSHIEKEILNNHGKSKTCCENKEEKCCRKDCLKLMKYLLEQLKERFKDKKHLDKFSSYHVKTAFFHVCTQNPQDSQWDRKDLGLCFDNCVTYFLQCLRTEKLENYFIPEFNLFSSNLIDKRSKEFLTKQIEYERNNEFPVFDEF
mcGAS lum = blocks mouse cGAS activity. 160,000 tested, 0.15% active. AID 1259399. Q8C6L5. recombinant cGAS, Kinase-Glo ATP depletion luminescence. inhibition, % at 12.5 µM;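 note: 0% = negative control wells and 100% = reference inhibitor with no enzyme activity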
Numbers without * were called inactive; & = joins results of further samples. Cut-off read from the data, not from the text of the source, unless noted: active = inhibition above about 40%; inactive = the rest.

How did CN1CC2(CCCN(CC(=O)NCc3ccccn3)CC2)OC1=O (stereo not given) do in these assays?
NPYLR7 agonist: 4; hcGAS lum: 1; mcGAS lum: -10

How did CC(C)(C)OC(=O)NCC1(C(=O)O)CCCC1 do in these assays?
NPYLR7 agonist: 0; hcGAS lum: -5; mcGAS lum: -16

What do the screens show for `CC1(C(=O)NCc2ccccc2Br)CCN1C(=O)Cc1ccc(-c2ccccc2)cc1` (stereo not given)?
NPYLR7 agonist: -2; hcGAS lum: 0; mcGAS lum: -2

What do the screens show for `C=C(C)CNC(=S)NNc1ncnc2sccc12`?
NPYLR7 agonist: -4; hcGAS lum: -8

Results for CCn1cc(C#N)c(=O)n(Cc2cnc(-c3ccc(C(C)C)cc3)s2)c1=O ?
NPYLR7 agonist: -6; hcGAS lum: 4

What do the screens show for `Cc1c(N2CCCC2)ccc2c1NC(=O)CC2c1cc(C#CCO)cs1` (stereo not given)?
NPYLR7 agonist: 5; hcGAS lum: -1

What do the screens show for `Cc1cc(O)c(C(C)C)cc1Cl`?
NPYLR7 agonist: 1; hcGAS lum: -1

What do the screens show for `Cn1c(SCC(=O)c2ccccc2F)nnc1-c1ccc(F)cc1`?
NPYLR7 agonist: -16; hcGAS lum: 3

What do the screens show for `CCOC(=O)C1CCCN(C(=O)c2cc(-c3ccccc3)n(-c3ccc4c(c3)OCO4)c2C)C1` (stereo not given)?
NPYLR7 agonist: 16; hcGAS lum: -3; mcGAS lum: -5

Results for Cc1cc(C)c2nc(NC(=O)CN3CCSC3=O)sc2c1 ?
NPYLR7 agonist: -5; hcGAS lum: -1

What do the screens show for `COCc1c(Br)c(C)nc(OCC(=O)N/N=C\c2cc(I)c(OCc3cccc4ccccc34)c(OC)c2)c1C#N`?
NPYLR7 agonist: 16; hcGAS lum: -4; mcGAS lum: -4

What do the screens show for `COC(=O)CC(NC(=O)NC1CCN(c2ccccn2)CC1)c1ccccc1` (stereo not given)?
NPYLR7 agonist: 4; hcGAS lum: -8; mcGAS lum: -12

What do the screens show for `COC(=O)c1ccc(COc2coc(CN3CCc4ccccc4C3)cc2=O)cc1`?
NPYLR7 agonist: -1; hcGAS lum: -3; mcGAS lum: -7

Results for CC1(C(=O)Nc2ccc(Cl)c(Cl)c2)CCN1C(=O)Cc1ccc(-c2ccccc2)cc1 (stereo not given) ?
NPYLR7 agonist: -3; hcGAS lum: 0; mcGAS lum: -2

Results for CCCCCn1c(N2CCN(Cc3ccc(C)cc3)CC2)nc2c1c(=O)[nH]c(=O)n2C ?
NPYLR7 agonist: 0; hcGAS lum: 0

How did CCOC(=O)c1c(-c2ccccc2)csc1NC(=O)c1c(F)cccc1F do in these assays?
NPYLR7 agonist: -4; hcGAS lum: 2; mcGAS lum: -4

How did CCCCCC(=O)N1C[C@H](C(=O)NC)[C@H]2c3ccccc3NC(=O)[C@]21C do in these assays?
NPYLR7 agonist: 1; hcGAS lum: -1; mcGAS lum: -7

How did CCOCCNC(=O)c1ccc(-n2nc(C(=O)OCC)cc2-c2ccc(OC)cc2)cc1 do in these assays?
NPYLR7 agonist: 2; hcGAS lum: -3; mcGAS lum: -6

What do the screens show for `COc1ccc(C(C)=O)cc1CN1C(=O)C(C)ON=C1c1ccc(F)cc1` (stereo not given)?
NPYLR7 agonist: 7; hcGAS lum: 3

How did Cc1ccc2oc3c(c(=O)c2c1)C(c1ccc(C(C)C)cc1)N(c1nccs1)C3=O (stereo not given) do in these assays?
NPYLR7 agonist: 6; hcGAS lum: -7

Results for COc1ccc(Br)cc1S(=O)(=O)N(C1CCCC1)C1CCCC1 ?
NPYLR7 agonist: 2; hcGAS lum: 5

What do the screens show for `CCOC(=O)N1CCC(NCCS(=O)(=O)N(C)C)CC1`?
NPYLR7 agonist: 0; hcGAS lum: -3

What do the screens show for `Fc1ccccc1-c1noc2c1CN(Cc1ccc(-n3cccn3)cc1)CC2`?
NPYLR7 agonist: 14; hcGAS lum: -3

How did O=C(NCCCNC(=O)C1Cc2cc(Cl)ccc2O1)c1cccs1 (stereo not given) do in these assays?
NPYLR7 agonist: 9; hcGAS lum: -8

How did COc1cc(C(=O)NCc2ccc(OCCN(C)C)cc2)cc(OC)c1OC do in these assays?
NPYLR7 agonist: -8&-12&-2; hcGAS lum: -3&1&0; mcGAS lum: -5

What do the screens show for `CCCc1c(C(=O)N2CCN(C(C)=O)CC2)cnn1-c1ccc([N+](=O)[O-])cc1`?
hcGAS lum: -3; mcGAS lum: -9

How did COc1ccc(Oc2cc(N3CCC(Cc4ccccc4)CC3)ncn2)cc1 do in these assays?
NPYLR7 agonist: 13; hcGAS lum: -3; mcGAS lum: -3

What do the screens show for `CCOC(=O)N1CCN(Cc2nc3c(c(=O)n(C)c(=O)n3C)n2C(C)C)CC1`?
NPYLR7 agonist: 6; hcGAS lum: -4

Results for CO[C@H]1[C@H](NC(=O)c2ccco2)c2ccccc2C12CCN(Cc1cc3ccccc3s1)CC2 ?
NPYLR7 agonist: 18; hcGAS lum: -9; mcGAS lum: -11

What do the screens show for `Cn1cnc2c1c(=O)n(CCNCCCO)c(=O)n2C`?
NPYLR7 agonist: 1; hcGAS lum: 0

What do the screens show for `O=C(CSc1nnc(NC2CC2)s1)NN1C(=O)NC2(CCCCC2)C1=O`?
NPYLR7 agonist: 2; hcGAS lum: -1

Results for COc1ccc(Br)cc1C=CC(=O)c1ccc([N+](=O)[O-])cc1 ?
NPYLR7 agonist: 13; hcGAS lum: -8; mcGAS lum: -2

Results for O=C(NCc1ccco1)c1cc(S(=O)(=O)NCc2ccco2)c[nH]1 ?
NPYLR7 agonist: 0; hcGAS lum: 0

What do the screens show for `COc1ccc(C(=O)N(Cc2cc(NC(=O)c3cccc(F)c3)ccc2N(C)C)CC2CC2)cc1`?
NPYLR7 agonist: 6; hcGAS lum: -11; mcGAS lum: -6

Results for COc1cccc(NC(=O)CCC2CCN(C(=O)CCN3CCCO3)CC2)c1 ?
NPYLR7 agonist: 11&2; hcGAS lum: -4&-2

Results for CCOC(=O)c1nn(-c2ccc(C)cc2)c(=O)cc1NC(=O)c1ccc(-c2ccccc2)cc1 ?
hcGAS lum: 1; mcGAS lum: -5

Results for Cc1ccc(SC2(CN)CCCC2)cc1 ?
NPYLR7 agonist: 5; hcGAS lum: 2

Results for O=C(CCC1CCN(Cc2ccc3nsnc3c2)CC1)NCc1ccc(F)cc1 ?
hcGAS lum: 0; mcGAS lum: 0

Results for CCOc1ccc(C2=C(C(C)=O)Sc3nnc(C)n3N2C(C)=O)cc1 ?
NPYLR7 agonist: 3; hcGAS lum: -14

Results for NC1=NC(c2cccc(O)c2)n2c(nc3ccccc32)N1 (stereo not given) ?
NPYLR7 agonist: -4; hcGAS lum: 2

Results for Cc1nc2sccn2c1C(=O)N1CCc2onc(-c3cccc(F)c3)c2C1 ?
NPYLR7 agonist: -3; hcGAS lum: -6

Results for N=C(N)SCCCCC(=O)O ?
NPYLR7 agonist: 3; hcGAS lum: 7

How did COCCNc1nccc2[nH]c(-c3cccc(O)c3)nc12 do in these assays?
NPYLR7 agonist: -4; hcGAS lum: 0; mcGAS lum: -3

Results for Cn1c(O)c(N=Nc2ccc([N+](=O)[O-])cc2)c2cc(Br)ccc21 ?
NPYLR7 agonist: 0; hcGAS lum: -5; mcGAS lum: -5

What do the screens show for `CCn1c(SC2CCCCNC2=O)nc2cc(S(=O)(=O)N3CCOCC3)ccc21` (stereo not given)?
NPYLR7 agonist: 5; hcGAS lum: -4

Results for CC(NC(=O)c1sc(-c2ccccc2)nc1-c1ccccc1)C1CCCO1 (stereo not given) ?
NPYLR7 agonist: 8; hcGAS lum: -8

What do the screens show for `CC(NC(=O)CSc1ncn[nH]1)c1ccccc1Br` (stereo not given)?
NPYLR7 agonist: 7; hcGAS lum: -6

Results for CCN=c1scc(C)n1N=Cc1ccc(C#N)cc1 ?
NPYLR7 agonist: 14; hcGAS lum: -2; mcGAS lum: -6

Results for N#Cc1c(N)nc(SCC(=O)c2cc3ccccc3oc2=O)c(C#N)c1-c1cccs1 ?
NPYLR7 agonist: -4; hcGAS lum: 2; mcGAS lum: -8

What do the screens show for `O=C(Cc1ccc(Cl)cc1)Nc1ccc(SCC(=O)N2CCCC2)nn1`?
NPYLR7 agonist: -4; hcGAS lum: -5; mcGAS lum: -9

What do the screens show for `Cc1ccccc1NCN1C(=O)c2ccc(Br)cc2C1=O`?
NPYLR7 agonist: 0&4; hcGAS lum: -3&-2; mcGAS lum: -4&-2

Results for O=[N+]([O-])c1ccc2c(c1)CCCN2 ?
NPYLR7 agonist: 3; hcGAS lum: -4

What do the screens show for `CC(C)NC(=O)N(Cc1ccc(OS(=O)(=O)c2ccc(F)cc2)cc1)C(C)C`?
NPYLR7 agonist: 9; hcGAS lum: -4; mcGAS lum: -5

How did CCOCCCN(CC(=O)N(Cc1cccn1Cc1ccccc1)C1CCCCC1)S(=O)(=O)c1ccc(C(C)(C)C)cc1 do in these assays?
NPYLR7 agonist: 1; hcGAS lum: -3; mcGAS lum: -3

What do the screens show for `COCc1cc(C)nc(N/N=C\c2ccc(OCc3ccccc3Cl)cc2)c1C#N`?
NPYLR7 agonist: -5; hcGAS lum: 0; mcGAS lum: -1

Results for CCOc1cc(Nc2ccc(NC(C)=O)cc2)nc(C)n1 ?
NPYLR7 agonist: 9; hcGAS lum: -8; mcGAS lum: -9

How did Cc1ccc(NC(=O)CSc2nc(=O)n3cc(Cl)ccc3n2)c(C)c1 do in these assays?
NPYLR7 agonist: 7; hcGAS lum: -10

Results for Cc1cc(C)n(-c2cc(NCCNC(=O)c3ccc4c(c3)OCO4)nc(C)n2)n1 ?
NPYLR7 agonist: -11; hcGAS lum: 1; mcGAS lum: -3

Results for Cc1ccsc1CN(Cc1ccccc1)C(=O)CN(C(=O)C(c1ccccc1)c1ccccc1)C(C)C ?
NPYLR7 agonist: 40; hcGAS lum: 5; mcGAS lum: -5

What do the screens show for `CN(C)CCNc1nc2c(Cl)cccc2s1`?
NPYLR7 agonist: 3; hcGAS lum: -9

Results for O=C(CSc1nc2c(cnn2CCO)c(=O)[nH]1)Nc1nc2ccccc2s1 ?
NPYLR7 agonist: 4; hcGAS lum: -8

What do the screens show for `CCn1c(C)cc(O)c(C(c2ccccc2F)N2CCN(C)CC2)c1=O` (stereo not given)?
NPYLR7 agonist: 9; hcGAS lum: -9

What do the screens show for `CC(c1ccccc1)N(Cc1cc(NC(=O)c2cccc(F)c2)ccc1N(C)C)C(=O)c1cccs1` (stereo not given)?
NPYLR7 agonist: 3; hcGAS lum: 2; mcGAS lum: 0

How did CC(C)c1noc(C(C)n2nnc(-c3ccc(Cl)cc3)n2)n1 (stereo not given) do in these assays?
NPYLR7 agonist: 7; hcGAS lum: -3

How did CC1(C)CC2CC(C)(CN2C(=S)NC(=O)c2cccs2)C1 (stereo not given) do in these assays?
NPYLR7 agonist: -5; hcGAS lum: -6

How did Cc1ccc(CN(Cc2ccccc2)C(=O)CN(C(=O)c2ccc(Cl)cc2Cl)C(C)(C)C)s1 do in these assays?
NPYLR7 agonist: 29; hcGAS lum: -3; mcGAS lum: -4

How did CCCN(CCc1cccc(F)c1)C(=O)c1cscn1 do in these assays?
NPYLR7 agonist: 8; hcGAS lum: -5

Results for CCOC(=O)c1c(C)[nH]c(C(=O)COC(=O)C23CC4CC(CC(NC(C)=O)(C4)C2)C3)c1C ?
NPYLR7 agonist: 17; hcGAS lum: -3

How did Cc1ccc(C)c(S(=O)(=O)NCc2ccc3c(c2)OCO3)c1 do in these assays?
NPYLR7 agonist: 0; hcGAS lum: -7

Results for COCOc1ccc(-c2cc(-c3ccc(OC)c(OC)c3)cnc2N)cc1 ?
NPYLR7 agonist: -1; hcGAS lum: -7; mcGAS lum: -2

How did CNC(=O)NC(=O)C(C)NC(C)c1cc(C)ccc1C (stereo not given) do in these assays?
NPYLR7 agonist: 3; hcGAS lum: -6

How did Cc1cc(-c2nnn(CC3(O)CCCCC3)n2)ccc1F do in these assays?
NPYLR7 agonist: 6&6; hcGAS lum: -8&-7

What do the screens show for `O=C(NNS(=O)(=O)c1cccc(Br)c1)c1cc2c(s1)CCC2`?
NPYLR7 agonist: 0&1; hcGAS lum: -3&-3; mcGAS lum: -16&-6

How did CCOc1ccccc1NC(=O)CC(=O)NCc1ncc[nH]1 do in these assays?
NPYLR7 agonist: 2; hcGAS lum: -3; mcGAS lum: -12

How did CC(C)n1nccc1NC(=O)c1cc(-c2ccc(Cl)cc2)on1 do in these assays?
NPYLR7 agonist: 0; hcGAS lum: -6

How did Cc1ccc(NS(=O)(=O)c2ccccc2C(F)(F)F)cc1C do in these assays?
NPYLR7 agonist: 6; hcGAS lum: -9

What do the screens show for `O=C(NCC1CC1)c1cnc(N2CCN(Cc3ccccc3)C2=O)o1`?
NPYLR7 agonist: 2; hcGAS lum: 0

What do the screens show for `C(=N/Nc1cc(N2CCOCC2)nc(N2CCOCC2)n1)/c1ccncc1`?
NPYLR7 agonist: -2; hcGAS lum: -3; mcGAS lum: -6

Screening data as filed in PubChem BioAssay.
